Compound activity: PubChem, National Center for Advancing Translational Sciences (NCATS)
WRN inhibitor: qHTS for Inhibitors of WRN Helicase; Bifunctional 3'-5' exonuclease/ATP-dependent helicase WRN (Homo sapiens), Q14191; WRN helicase unwinding, fluorescent forked duplex, kinetic; Potency, µM (highest dose often 114 µM), inactives show at the top dose activity change, negative = inhibition, hits mostly inhibitors; 360,000 tested, 0.46% active; also: potency is read from the fitted curve at half-maximal effect; % is scaled to controls: 0 for no effect and ±100 for the full control effect; nearly all actives have a fitted effect of over 55% in size
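Kinetic fluorescence helicase assay: unwinding of a quenched forked DNA duplex (100 nM final) with 2 mM ATP final raises red fluorescence (525/598 nm). Compounds sat 15 min at room temperature with 20 nM WRN beforehand.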
HEK293 tox: qHTS of GLP-1 Receptor Inverse Agonists: Cytotox Screen | 410,000 tested, 0.13% active | HEK293 cAMP-luciferase reporter cells, luminescence, 24 h | Potency, µM (highest dose often 38.3 µM), without a hit: at the highest dose activity change, negative = inhibition, actives largely listed as inhibitors | AID 624418, 2012;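 also: loss of luciferase light is scored as toxicity; potency is read from the fitted curve at half-maximal effect; % is scaled to controls: 0 for no effect and ±100 for the full control effect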
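MLSMR compounds, 24 hr on cells at 37 deg C/5% CO2; luminescence after luciferase reagent (12 min RT). Inhibition counted as the undesired cytotoxic outcome.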
DRD3 antagonist: qHTS of D3 Dopamine Receptor Antagonist: qHTS. D3R cells, DiscoveRx beta-arrestin luminescence, antagonist mode; hits give low values. max response, negative = inhibition, %. 360,000 tested, 2.5% active. D(3) dopamine receptor (Homo sapiens), P35462; in the data active = max response below about -50%; inconclusive = no clear call, values can overlap the other calls; also: % is scaled to controls: 0 for no effect and ±100 for the full control effect; mostly tested at two doses, the higher about 12 µM
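Cells expressing the human receptor were seeded at 1500 cells/well, incubated overnight at 37 degrees C in 5% CO2, then exposed to library compounds with dopamine controls for 90 minutes at 37 degrees C before luminescent detection.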
GLP1R ag: qHTS of GLP-1 Receptor Agonists; Glucagon-like peptide 1 receptor (Homo sapiens), P43220; HEK293 GLP-1R CRE-luciferase, luminescence, 4-6 h; cells express a hypersensitive GLP-1R form; Potency, µM (top dose mostly 45.6 µM), without a hit: top-dose activation, most hits filed as activators; 380,000 tested, 0.007% active; also: potency is read from the fitted curve at half-maximal effect; % of control where 0% means no effect
Target sequence (P43220 whole entry, looked up): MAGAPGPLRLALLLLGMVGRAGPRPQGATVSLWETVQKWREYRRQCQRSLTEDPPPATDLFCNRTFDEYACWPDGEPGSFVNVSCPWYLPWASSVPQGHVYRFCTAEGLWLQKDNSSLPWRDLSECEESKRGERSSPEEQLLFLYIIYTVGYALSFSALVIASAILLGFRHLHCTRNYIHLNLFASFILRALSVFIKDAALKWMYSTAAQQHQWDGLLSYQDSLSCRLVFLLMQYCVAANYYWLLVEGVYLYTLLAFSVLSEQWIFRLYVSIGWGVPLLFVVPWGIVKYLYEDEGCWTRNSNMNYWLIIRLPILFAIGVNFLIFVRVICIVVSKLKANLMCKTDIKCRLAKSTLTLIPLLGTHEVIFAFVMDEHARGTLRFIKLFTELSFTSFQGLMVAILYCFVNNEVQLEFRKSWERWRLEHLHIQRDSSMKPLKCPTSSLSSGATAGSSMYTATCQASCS
DRD3 agonist: qHTS of D3 Dopamine Receptor Agonist: qHTS | D(3) dopamine receptor (Homo sapiens), P35462 | D3R DiscoveRx beta-arrestin cells, luminescence, 90 min | max activation, % | 410,000 tested, 0.58% active | AID 652048, 2013; in the data active = max activation above about 30%; also: 0% is about no effect; mostly tested at two doses, the higher about 12 µM
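Cells at 1500/well, incubated overnight, then treated with pinned compounds (dopamine as control) for 90 min at 37 degrees C. DiscoveRx reagent added for 30 - 60 minutes at room temperature; luminescence read.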
PLK1 PBD block: qHTS for Inhibitors of PLK1-PDB (polo-like kinase 1 - polo-box domain): Primary Screen; Serine/threonine-protein kinase PLK1 (Homo sapiens), P53350; Plk1 PBD binding of FITC phosphopeptide, fluorescence polarization; Potency, µM, inactives show max response, negative = inhibition, most hits filed as inhibitors; 360,000 tested, 2.8% active; AID 720504, 2013; also: potency is read from the fitted curve at half-maximal effect; series mostly up to about 57 µM; % is scaled to controls: 0 for no effect and ±100 for the full control effect; nearly all actives have a fitted effect of over 65% in size
Target sequence (P53350 whole entry, looked up, the tested form may be a part): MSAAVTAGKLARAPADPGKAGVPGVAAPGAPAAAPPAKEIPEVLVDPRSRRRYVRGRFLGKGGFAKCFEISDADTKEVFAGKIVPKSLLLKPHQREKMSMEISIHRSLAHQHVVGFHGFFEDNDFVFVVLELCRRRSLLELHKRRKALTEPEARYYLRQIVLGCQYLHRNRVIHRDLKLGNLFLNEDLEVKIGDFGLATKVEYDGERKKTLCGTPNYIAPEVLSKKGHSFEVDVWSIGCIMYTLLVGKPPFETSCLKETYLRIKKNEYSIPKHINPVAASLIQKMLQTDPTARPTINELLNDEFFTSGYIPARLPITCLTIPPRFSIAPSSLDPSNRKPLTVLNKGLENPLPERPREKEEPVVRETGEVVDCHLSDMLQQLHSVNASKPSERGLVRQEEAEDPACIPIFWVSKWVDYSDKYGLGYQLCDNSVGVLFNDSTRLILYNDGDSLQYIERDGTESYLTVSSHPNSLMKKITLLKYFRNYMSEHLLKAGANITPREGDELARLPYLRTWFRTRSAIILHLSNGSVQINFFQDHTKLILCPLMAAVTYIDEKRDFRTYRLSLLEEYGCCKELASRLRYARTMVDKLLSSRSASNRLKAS
PI5P4K alpha inh: qHTS for Inhibitors of phosphatidylinositol 5-phosphate 4-kinase (PI5P4K); max response, %; AID 652105, 2013; 330,000 tested, 1.2% active; PI5P4Kalpha enzyme, ADP-Glo luminescence, 60 min; hits give low values; active = max response of -50% or lower; inconclusive = between -30% and -50%; inactive = -30% or higher; also: value at the top dose of about 77 µM; % is scaled to controls: 0 for no effect and ±100 for the full control effect
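Single end-point luminescence (ADP-Glo) quantified ADP from PI5P4Kalpha turnover; ATP 5 microM final, 1 h at RT, 0.1% CHAPS and 0.28 mM EGTA in HEPES pH 7.4.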
IL2 activator: qHTS of IL-2 Activators | IL-2 activation reporter assay, cell-based qHTS; stimulated with anti-CD3/CD4/CD28 beads; in transgenic mouse T cells | activation, % (series mostly up to about 46 µM) | 360,000 tested, 0.065% active | AID 652025, 2013; in the data active = activation above about 50%; inconclusive = mostly about 30% to 49%; also: 0% is about no effect
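Using fluorescent plate cytometry, EGFP and DsRed are detected in transgenic mouse T cells stimulated 18 h at 37 degrees C with antibody-coated beads after 60 min compound pretreatment.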
GLP-1R inv ag: qHTS of GLP-1 Receptor Inverse Agonists (Inhibition Mode) | Glucagon-like peptide 1 receptor (Homo sapiens), P43220 | HEK293 GLP-1R CRE-luciferase, luminescence, 24 h; GLP-1R form is constitutively active | AID 624417, 2012 | 410,000 tested, 1.6% active | Potency, µM (titrated, usually from 38.3 µM), without a hit: at the highest dose activity change, negative = inhibition, hits mostly inhibitors; also: potency is read from the fitted curve at half-maximal effect; % is scaled to controls: 0 for no effect and ±100 for the full control effect; nearly all actives have a fitted effect of over 55% in size
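Seeding at 200 cells/uL, 12 h culture, 24 hr compound treatment, then luciferase reagent and a luminescence read; cells are HEK293 stably expressing a constitutively active GLP-1R plus cAMP-responsive luciferase.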
The depositor's hits bear a star; ? = inconclusive; . = not tested or not shown; [ ] = another dose, or the depositor's remark. Unless noted, calls follow the shape of the dose curve; as a rule, active = well fitted curve in the direction sought with a large enough effect; inconclusive = small, poorly fitted or top-dose-only effect, or another doubt; inactive = no such curve, though single readings can be large; an effect the other way counts as inactive or inconclusive.

#	compound	WRN inhibitor	HEK293 tox	DRD3 antagonist	GLP1R ag	DRD3 agonist
1	O=C(Nc1cccc(Cl)c1Cl)c1ccccc1NC(=O)C1CC=CCC1C(=O)O (centres undefined)	-1%	-3%	-7	-3%	-3
2	Cc1ccc(S(=O)(=O)N[C@H](CNCc2ccccc2)C(C)C)cc1	-4%	3%	-91*	.	-17
3	COc1ccccc1NS(=O)(=O)c1cccs1	-10%	3%	9	1%	-3
4	CCOC(=O)c1nc(N)c(=O)n(-c2ccc(C)cc2)n1	-8%	0%	9	-7%	-2
5	CC(=O)c1cc2c(cc1NC(=O)CN1Cc3ccccc3C1=O)OCO2	0%	-2%	-8	-7%	5
6	C=CCNC(=O)NC(=O)COC(=O)[C@H](C)NS(=O)(=O)c1c(C)c(C)cc(C)c1C	-9%	7%	3	2%	-2
7	COCC1CCCCN1C(=O)c1ccc2oc(CCCc3ccccc3)nc2c1 (centres undefined)	-21%	-11%	-19	-2%	3
8	CCCCCCn1c(=O)n2n(c1=O)[C@@H]1CN(S(=O)(=O)c3ccc(C)cc3)C[C@]1(O)[C@@H](OC(=O)NCc1ccccc1F)C2	-12%	-23%	4	0%	-2
9	C[C@H](CO)N1C[C@H](C)[C@@H](CN(C)C(=O)Nc2ccccc2)Oc2ccc(NC(=O)CCC(F)(F)F)cc2C1=O	-2%	4%	-20	2%	1
10	CCC(C)NC(=O)CN(C1CCCCC1)S(C)(=O)=O (centres undefined)	11%	-2%	-5	7%	0
11	CCN(CC)C(=O)[C@H]1C[C@H](CC(=O)NCCc2ccccn2)C(=O)N2CCc3c([nH]c4cc(CCC(=O)N(C)C)ccc34)[C@]12C	-2%	-1%	39	-1%	-6
12	CCC(=O)NNC(=O)Cc1c(C)n(C(=O)c2ccc(Cl)cc2)c2ccc(OC)cc12	3%	-11%	7	8%	29

#	PLK1 PBD block	PI5P4K alpha inh	IL2 activator	GLP-1R inv ag
1	-3%	-1	-1.6	16%
2	-1%	1	-0.6	0%
3	1%	.	-0.7	-1%
4	-2%	-2	-1.2	29%
5	-7%	0	-2.7	2%
6	2%	0	0.3	-18%
7	3%	11	-5.5	?
8	-20%	-1	-3.0	?
9	-3%	-3	0.1	16%
10	-13%	-11	0.4	-6%
11	-4%	-2	0.2	13%
12	4%	0	-3.9	-22%

Carrying on:
#	compound	WRN inhibitor	HEK293 tox	DRD3 antagonist	GLP1R ag	DRD3 agonist
13	O=c1c2ccccc2nc(-c2ccco2)n1/N=C/c1ccco1	-13%	-4%	-17	-1%	4
14	COc1ccc(CCN2CC(C(=O)NCc3ccccc3)CCC2=O)cc1 (centres undefined)	17%	-18%	-11	4%	0
15	CC1CCN(C2CC(=O)N(c3ccc(Br)cc3Br)C2=O)CC1 (centres undefined)	-12%	10%	-20	11%	-9
16	COc1ccc2[nH]c(=O)c(COC(=O)c3ccco3)cc2c1	-8%	-4%	20	-10%	0
17	CC(C(=O)NCc1ccccc1)N1C(=O)C2CC=C(Cl)CC2C1=O (centres undefined)	-28%[57.1 µM]	3%	2	-5%	3
18	COC(=O)CN(c1ccccc1)S(=O)(=O)c1ccc(F)cc1	3%	-7%	-21	-8%	0
19	CCCCn1nnnc1C(c1cc2ccccc2o1)N(Cc1ccccc1)Cc1ccccc1 (centres undefined)	-3%	3%	3	0%	4
20	Cc1cccn2c(CN(C)CC3CCCCO3)c(C(=O)N3CCCCC3)nc12 (centres undefined)	3%[57.1 µM]	-1%	-23	-4%	4
21	CC[C@]1(C(=O)OC)[C@H]2C(=O)N(C)C(=O)[C@H]2[C@H]2CN=C(SCc3ccc(C#N)cc3)N21	1%	-3%	-23	14%	-25
22	CCCS(=O)(=O)N1CCN(c2ccccc2F)CC1	7%	1%	26	0%	4
23	CN(C)Cc1c(O)ccc2occ(C(=O)c3ccccc3)c12	1%	-17%	16	-11%	-15
24	CC(C)(C)c1ccc(NC(=O)c2cc[n+]([O-])cc2)cc1	1%	?	10	5%	19

#	PLK1 PBD block	PI5P4K alpha inh	IL2 activator	GLP-1R inv ag
13	0%	-7	-0.3	33%
14	-13%	-3	-0.6	-6%
15	-3%	1	-3.4	-2%
16	-7%	-5	-0.8	24%
17	-13%	0	-1.0	-2%
18	-6%	-19	0.8	-11%
19	-11%	16	1.5	?
20	4%	1	0.9	14%
21	-21%	-9	-0.4	22%
22	-1%	-4	0.0	6%
23	-1%	.	-2.9	?
24	1%	1	-0.2	-10%

(more compounds)
#	compound	WRN inhibitor	HEK293 tox	DRD3 antagonist	GLP1R ag	DRD3 agonist
25	CC1=NN(S(=O)(=O)c2ccc(Cl)cc2Cl)C(=O)c2ccccc2O1	-10%	-3%	9	20%	4
26	O=C1CN(S(=O)(=O)c2ccc(F)cc2)CCN1	2%	-4%	-12	9%	-3
27	O=C(COc1ccccc1C(=O)NCc1ccccn1)Nc1ccc(Br)cc1	8%	-4%	17	-13%	1
28	Cc1cc(C)c(S(=O)(=O)N(C)c2ccccc2)c(C)c1	-6%	4%	15	-3%	-6
29	O=C(O)C1CCN(c2ccc(Cl)nn2)CC1	6%	1%	-17	-7%	-3
30	O=C(CSc1nccc(-c2cccs2)n1)Nc1cccc(Cl)c1Cl	?	2%	3	24%	7
31	CCN(CCNC(=O)Cn1cc2c(n1)CCCC2)c1ccccc1	-4%	-8%	2	2%	1
32	Cc1ccc(CCN2CC(C(=O)NCCCN3CCCCC3)CC2=O)cc1 (centres undefined)	-8%	-9%	-4	-6%	-2
33	CCCCC(CCCCl)C(=O)Nc1ccccc1 (centres undefined)	-23%[57.1 µM]	-2%	-6	4%	-2
34	COc1ccccc1Cc1c(C2CCCCC2)nc2ccc(C)cn12	-14%	?	?	-6%	-15
35	C=CCN(Cc1nc(-c2ccccc2)no1)C(=O)c1ccoc1C	-16%	11%	2	12%	3
36	CCOc1ccc2sc(NS(=O)(=O)c3ccc(N)cc3)nc2c1	-12%	0%	-2	10%	3

#	PLK1 PBD block	PI5P4K alpha inh	IL2 activator	GLP-1R inv ag
25	10%	-1	-3.5	6%
26	-17%	-2	0.2	29%
27	2%	1	0.6	12%
28	-5%	-2	1.6	?
29	-7%	5	8.1	7%
30	-5%	8	1.0	?
31	-4%	0	-1.7	?
32	-12%	2	-0.4	12%
33	-7%	0	-5.2	?
34	-5%	-14	-0.9	?
35	2%	2	-1.0	?
36	-13%	2	-2.0	6%

Next part:
#	compound	WRN inhibitor	HEK293 tox	DRD3 antagonist	GLP1R ag	DRD3 agonist
37	CCN(CC)S(=O)(=O)c1cc(NS(=O)(=O)c2c(Cl)cccc2Cl)ccc1C	-4%	-11%	-22	-3%	1
38	Cc1nc(C(=O)N(C)C)nn1-c1ccc(Cl)cc1Cl	2%	13%	-13	2%	-1
39	Cc1sc2nc(CSCC(=O)N(CCC#N)c3ccccc3F)[nH]c(=O)c2c1C	-16%	-1%	24	7%	4
40	COCC(C)n1c(SCC(=O)Nc2cc(C)on2)nc2ccccc2c1=O (centres undefined)	-2%	-13%	-17	0%	3
41	CNC(=S)N(CCc1c(C)[nH]c2ccc(C)cc12)Cc1cccs1	-7%	?	-1	-4%	5
42	O=C1CCCc2nc(N3CCCCC3)sc21	-5%	-9%	-59*	17%	8
43	O=C(N/N=C1/CC2C=CCC12)c1ccco1 (centres undefined)	6%	12%	17	3%	-16
44	O=C(Nc1ccccc1C(=O)O)c1ccc(NC(=O)c2ccc(Br)o2)cc1	-27%[57.1 µM]	4%	44	-7%	115*
45	O=C1CS/C(=N\N=C\c2ccccc2Cl)N1CC1CC1	5%	20%	?	-1%	0
46	COc1cc(NC(=O)c2ccco2)c(C(=O)O)cc1OC	-19%	-3%	-17	2%	3
47	OC[C@H]1O[C@H](OCc2ccccc2)[C@H](O[C@@H]2OC[C@@H](O)[C@H](O)[C@H]2O)[C@@H](O)[C@@H]1O	2%	0%	14	-2%	3
48	COc1ccccc1NC(=O)c1ccc2c(c1)C(=O)N(c1ccccc1OC)C2=O	5%	11%	-3	8%	-1

#	PLK1 PBD block	PI5P4K alpha inh	IL2 activator	GLP-1R inv ag
37	?	3	-0.5	0%
38	-8%	2	-3.1	9%
39	-3%	3	-0.3	33%[activator]
40	-19%	5	-0.4	-19%
41	9%	8	0.2	?
42	2%	1	-0.1	3%
43	30µM*	1	-4.5	39%[activator]
44	-8%	.	-0.4	0%
45	-7%	10	-0.7	-7%
46	-10%	.	0.5	0%
47	-3%	12	2.0	15%
48	-8%	7	-0.9	4%

Whole records, quoted from the list. Screens in order: WRN inhibitor, HEK293 tox, DRD3 antagonist, GLP1R ag, DRD3 agonist, PLK1 PBD block, PI5P4K alpha inh, IL2 activator, GLP-1R inv ag
Entry for COCC(C)n1c(SCC(=O)Nc2cc(C)on2)nc2ccccc2c1=O (centres undefined) = -2%, -13%, -17, 0%, 3, -19%, 5, -0.4, -19%
Entry for O=C1CCCc2nc(N3CCCCC3)sc21 = -5%, -9%, -59*, 17%, 8, 2%, 1, -0.1, 3%
Entry for CCN(CC)S(=O)(=O)c1cc(NS(=O)(=O)c2c(Cl)cccc2Cl)ccc1C = -4%, -11%, -22, -3%, 1, ?, 3, -0.5, 0%
Entry for Cc1nc(C(=O)N(C)C)nn1-c1ccc(Cl)cc1Cl = 2%, 13%, -13, 2%, -1, -8%, 2, -3.1, 9%
